# Assay outcomes: PubChem BioAssay, Broad Institute
# NSD2 block: inhibitors of human NSD2, primary screen, biochemical, plate reader, single point; Histone-lysine N-methyltransferase NSD2 (Homo sapiens), O96028; NSD2-SET H3K36me1 DELFIA fluorescence; inhibition, % at 12.5 µM; 44,000 compounds, 0.07% hits; AID 624260, 2012; in the data active = inhibition above about 54%, passing the limit was not always enough;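 note: inhibitors reduce the monomethyl H3K36 fluorescence signal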
# Target sequence (O96028 whole entry, looked up): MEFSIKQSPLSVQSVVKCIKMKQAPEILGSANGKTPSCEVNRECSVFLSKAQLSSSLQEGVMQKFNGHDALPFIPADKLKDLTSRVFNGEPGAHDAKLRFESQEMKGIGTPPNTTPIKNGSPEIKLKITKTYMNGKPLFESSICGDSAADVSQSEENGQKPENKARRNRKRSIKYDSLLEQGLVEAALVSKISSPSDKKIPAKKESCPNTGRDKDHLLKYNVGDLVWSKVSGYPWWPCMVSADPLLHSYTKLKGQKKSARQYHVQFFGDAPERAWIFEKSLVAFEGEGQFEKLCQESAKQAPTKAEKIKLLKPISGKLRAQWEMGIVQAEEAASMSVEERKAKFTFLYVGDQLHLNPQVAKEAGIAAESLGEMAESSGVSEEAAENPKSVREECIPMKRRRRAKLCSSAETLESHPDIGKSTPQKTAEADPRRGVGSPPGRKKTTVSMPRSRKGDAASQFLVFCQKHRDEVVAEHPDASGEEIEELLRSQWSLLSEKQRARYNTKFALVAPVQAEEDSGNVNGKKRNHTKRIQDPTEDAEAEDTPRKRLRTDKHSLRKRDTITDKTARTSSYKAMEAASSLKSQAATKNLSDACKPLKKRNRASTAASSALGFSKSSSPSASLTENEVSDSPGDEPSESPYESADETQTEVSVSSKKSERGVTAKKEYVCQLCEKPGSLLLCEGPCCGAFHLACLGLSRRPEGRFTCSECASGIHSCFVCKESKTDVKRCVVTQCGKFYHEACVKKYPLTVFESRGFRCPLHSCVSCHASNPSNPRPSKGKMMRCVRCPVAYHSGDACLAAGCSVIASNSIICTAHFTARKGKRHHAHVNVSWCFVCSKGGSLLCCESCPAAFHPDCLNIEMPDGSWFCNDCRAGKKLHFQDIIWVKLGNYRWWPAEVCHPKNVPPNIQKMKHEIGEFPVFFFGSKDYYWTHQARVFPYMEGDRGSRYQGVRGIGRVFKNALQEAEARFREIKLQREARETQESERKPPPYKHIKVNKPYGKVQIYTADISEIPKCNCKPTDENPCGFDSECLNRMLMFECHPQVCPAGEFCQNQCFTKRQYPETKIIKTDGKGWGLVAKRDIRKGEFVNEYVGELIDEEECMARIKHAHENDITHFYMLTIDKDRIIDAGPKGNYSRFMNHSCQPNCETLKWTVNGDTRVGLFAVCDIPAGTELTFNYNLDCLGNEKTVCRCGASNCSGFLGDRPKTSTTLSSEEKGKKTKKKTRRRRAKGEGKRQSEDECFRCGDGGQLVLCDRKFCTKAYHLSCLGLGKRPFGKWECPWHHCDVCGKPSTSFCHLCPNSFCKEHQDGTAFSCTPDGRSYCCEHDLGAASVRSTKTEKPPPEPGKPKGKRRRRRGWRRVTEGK
# An asterisk follows results filed as active; i = inactive. A portion of the library (hit frequency here may not be typical).
NSD2 block	smiles
0.2	Cc1ccc(S(=O)(=O)N(C)C[C@H]2Oc3ccc(NC(=O)CCN4CCOCC4)cc3C(=O)N([C@H](C)CO)C[C@H]2C)cc1
5.3	C[C@@H]1CN([C@@H](C)CO)C(=O)c2cc(NS(=O)(=O)c3ccccc3)ccc2O[C@@H](C)CCCCO[C@@H]1CN(C)Cc1ccc2c(c1)OCO2
-9.9	O=C(C[C@@H]1C[C@@H]2c3cc(NS(=O)(=O)c4ccccc4)ccc3O[C@@H]2[C@@H](CO)O1)NCC1CC1
1.9	COc1ccc(-c2coc3c(OC)c(OC)cc(OC)c3c2=O)cc1
-9.2	COc1ccc(S(=O)(=O)N(C)C[C@H]2Oc3cc(C#CC4CCCC4)ccc3S(=O)(=O)N([C@H](C)CO)C[C@@H]2C)cc1
3.0	C[C@H]1CN([C@@H](C)CO)C(=O)c2cc(NC(=O)Nc3ccccc3)ccc2O[C@H]1CN(C)C(=O)NC1CCCCC1
1.3	CC(C)(C)ONC(=O)c1ccc(-n2cc(C(=O)NO)nn2)cc1
-2.6	C[C@@H]1CN([C@H](C)CO)C(=O)c2cc(NS(=O)(=O)c3ccc(Cl)cc3)ccc2O[C@@H]1CN(C)S(=O)(=O)c1ccc(F)cc1
-1.3	C[C@H](CO)N1C[C@H](C)[C@H](CN(C)C(=O)c2ccccc2)Oc2cc(-c3cccc(C#N)c3)ccc2S1(=O)=O
3.1	C[C@H](CO)N1C[C@H](C)[C@@H](CN(C)C(=O)NC2CCCCC2)Oc2c(NS(=O)(=O)c3cn(C)cn3)cccc2C1=O
5.6	COc1ccc(CN(C)C[C@H]2Oc3c(NS(=O)(=O)c4cccs4)cccc3C(=O)N([C@H](C)CO)C[C@H]2C)cc1
3.8	COc1ccc(S(=O)(=O)N(C)C[C@H]2Oc3ccc(NC(=O)Cc4cn(C)c5ccccc45)cc3CC(=O)N([C@@H](C)CO)C[C@H]2C)cc1
2.2	C[C@H]1CN([C@@H](C)CO)C(=O)Cc2cc(NC(=O)CCN3CCOCC3)ccc2O[C@H]1CN(C)Cc1ccc(Oc2ccccc2)cc1
-5.5	Cc1noc(C)c1NC(=O)Nc1ccc2c(c1)CC(=O)N([C@H](C)CO)C[C@H](C)[C@@H](CN(C)C(=O)Nc1ccc(C(F)(F)F)cc1)O2
2.4	C[C@H](CO)N1C[C@H](C)[C@H](CN(C)CC2CC2)Oc2ccc(NS(=O)(=O)c3ccc(Cl)cc3)cc2C1=O
-1.0	C[C@H]1CN([C@@H](C)CO)C(=O)Cc2cc(NS(=O)(=O)c3cccs3)ccc2O[C@@H]1CN(C)S(=O)(=O)c1ccccc1
-2.3	C[C@H](CO)N1C[C@H](C)[C@H](CN(C)C(=O)NC2CCCC2)Oc2ncc(Br)cc2C1=O
2.6	C[C@@H]1CCCCO[C@@H](CN(C)Cc2ccncc2)[C@@H](C)CN([C@@H](C)CO)C(=O)c2cc(NC(=O)CCC(F)(F)F)ccc2O1
-6.3	C[C@H](CO)N1C[C@H](C)[C@@H](CN(C)C(=O)Cc2ccccc2)OCCCC[C@H](C)Oc2ccc(NC(=O)Nc3cccc4ccccc34)cc2C1=O
0.3	CC(C)=CCC[C@@H](C)C/C=N/NC(=O)CCCCCCC(=O)Nc1ccccc1O
6.1	CNC[C@H]1Oc2ccc(NC(=O)Nc3ccc(F)cc3)cc2C(=O)N([C@@H](C)CO)C[C@H]1C
1.8	Cc1c(Cl)cccc1NC(=O)CN1CCC(C(N)=O)(N2CCCCC2)CC1
-222.8	COc1ccc(S(=O)(=O)Nc2ccc3c(c2)CC(=O)N([C@H](C)CO)C[C@@H](C)[C@H](CN(C)S(=O)(=O)c2c(C)noc2C)O3)cc1
3.7	Cc1noc(C)c1NC(=O)N(C)C[C@@H]1Oc2ccc(NS(=O)(=O)c3c(C)noc3C)cc2CC(=O)N([C@@H](C)CO)C[C@H]1C
-4.4	Cc1ccccc1-c1ccc2c(c1)O[C@@H](CN(C)C(=O)Nc1ccc(F)cc1)[C@@H](C)CN([C@H](C)CO)S2(=O)=O
6.1	C[C@]12CCC[C@](C)(C(=O)O)C1CCC13C=C(CO)C(CCC12)C3 (stereo not given in full)
7.2	O=C1c2ccccc2C(=O)N1CCCSc1nccn1-c1cc(Cl)ccc1Cl
-5.7	C[C@@H]1CN([C@@H](C)CO)C(=O)Cc2cc(NC(=O)Cc3cn(C)c4ccccc34)ccc2O[C@@H]1CN(C)C(=O)Nc1ccc(C(F)(F)F)cc1
-0.4	O=C(Cc1ccccc1)N[C@H]1C=C[C@@H](CC(=O)N2CCOCC2)O[C@@H]1CO
2.2	CNC[C@H]1OCCCC[C@H](C)Oc2ccc(NS(C)(=O)=O)cc2C(=O)N([C@H](C)CO)C[C@H]1C
17.2	CC(C)(C)OC(=O)Nc1cccc(/C=N/NC(=O)c2cccc(C(=O)NO)c2)c1
1.3	CN(C)C(=O)C[C@H]1C=C[C@H](NC(=O)c2ccc(F)cc2)[C@H](CO)O1
-1.5	C[C@H](CO)N1C[C@H](C)[C@H](CN(C)C(=O)Nc2ccc(F)cc2)Oc2ccc(NC(=O)c3ccncc3)cc2C1=O
-0.8	C[C@@H]1CN([C@@H](C)CO)C(=O)c2cc(C#CCN(C)C)cnc2O[C@@H]1CN(C)S(=O)(=O)c1cn(C)cn1
2.2	CNC[C@H]1Oc2cc(C#Cc3ccccc3OC)ccc2S(=O)(=O)N([C@@H](C)CO)C[C@@H]1C
0.7	COc1ccc(S(=O)(=O)Nc2ccc3c(c2)CC(=O)N([C@@H](C)CO)C[C@H](C)[C@@H](CN(C)Cc2ccncc2)O3)cc1
0.9	CC1CCC23CCC(O[C@@H]4O[C@H](CO)[C@@H](O)[C@H](O)[C@H]4O)C12C(C=O)=CC3(C)C (stereo not given in full)
-0.8	O=C(NCc1ccccc1)[C@]1(CCS(=O)(=O)c2ccccc2)N=C(c2ccc(OCCCO)cc2)O[C@@H]1c1ccccc1
2.6	C[C@H]1CN([C@@H](C)CO)C(=O)c2cc(NS(=O)(=O)c3ccc(F)cc3)ccc2O[C@@H]1CN(C)S(=O)(=O)c1ccccc1
-2.1	C[C@@H]1CN([C@H](C)CO)C(=O)CCCn2nncc2CO[C@@H]1CN(C)Cc1cccc(C(F)(F)F)c1
-109.1	CCCC#Cc1cnc2c(c1)C(=O)N([C@H](C)CO)C[C@H](C)[C@@H](CN(C)C(=O)NCCC)O2
-7.2	C[C@@H]1CN([C@H](C)CO)C(=O)c2cc(NS(=O)(=O)c3ccc(Cl)cc3)ccc2O[C@@H]1CN(C)C(=O)Nc1ccc(C(F)(F)F)cc1
-1.6	O=C(C[C@H]1C[C@H]2c3cc(NC(=O)c4ccc5c(c4)OCO5)ccc3O[C@H]2[C@H](CO)O1)NCc1ccc(Cl)cc1
2.2	C[C@H]1CN([C@@H](C)CO)C(=O)c2cc(NC(=O)C3CC3)ccc2O[C@H]1CN(C)CC1CCCCC1
0.0	C[C@@H]1CCCCO[C@H](CN(C)Cc2ccncc2)[C@@H](C)CN([C@@H](C)CO)C(=O)c2cc(NC(=O)Nc3cccc4ccccc34)ccc2O1
0.0	Cc1ccc(-c2cnc3c(c2)C(=O)N([C@H](C)CO)C[C@H](C)[C@@H](CN(C)CC2CCOCC2)O3)cc1
-1.2	COc1ccc(S(=O)(=O)Nc2ccc3c(c2)CC(=O)N([C@H](C)CO)C[C@H](C)[C@@H](CN(C)Cc2ccc(C(F)(F)F)cc2)O3)cc1
-0.1	C[C@@H]1CCCCO[C@H](CN(C)S(=O)(=O)c2ccc(Cl)cc2)[C@@H](C)CN([C@H](C)CO)C(=O)c2cc(NC(=O)Cc3ccccc3)ccc2O1
8.2	CC(=O)N(C)C[C@H]1Oc2cc(Br)ccc2S(=O)(=O)N([C@@H](C)CO)C[C@H]1C
i	C[C@H](CO)N1C[C@H](C)[C@H](CN(C)S(=O)(=O)c2ccc(F)cc2)Oc2ccc(NC(=O)Nc3ccc(C(F)(F)F)cc3)cc2C1=O

# Following part.
NSD2 block	smiles
-3.9	COc1ccc(S(=O)(=O)N(C)C[C@@H]2Oc3c(NC(=O)c4cc(C)nn4C)cccc3C(=O)N([C@@H](C)CO)C[C@H]2C)cc1
-8.7	CC(C)CC#Cc1ccc2c(c1)O[C@@H](CN(C)S(=O)(=O)c1cccc(F)c1)[C@@H](C)CN([C@@H](C)CO)S2(=O)=O
-1.0	O=C(CCCCCCC(=O)Nc1ccccc1O)N/N=C/c1ccoc1
7.3	C[C@@H]1CN([C@@H](C)CO)S(=O)(=O)c2ccc(C#Cc3ccc(F)cc3)cc2O[C@@H]1CN(C)C(=O)c1ccccn1
-3.2	Cc1ccc(-c2cnc3c(c2)C(=O)N([C@H](C)CO)C[C@@H](C)[C@@H](CN(C)CC2CCOCC2)O3)cc1
2.8	C[C@H]1CN([C@@H](C)CO)C(=O)c2cc(-c3ccccc3)cnc2O[C@H]1CN(C)C(=O)c1cccc(F)c1
-1.2	CCCC#Cc1cnc2c(c1)C(=O)N([C@H](C)CO)C[C@H](C)[C@H](CN(C)S(=O)(=O)c1cn(C)cn1)O2
-1.8	COc1ccc(NC(=O)Nc2cccc3c2O[C@H](CN(C)Cc2ccc(-c4ccccc4)cc2)[C@@H](C)CN([C@@H](C)CO)C3=O)cc1
-4.4	COc1ccc(CN(C)C[C@@H]2Oc3ccc(NC(=O)Nc4ccccc4)cc3CC(=O)N([C@@H](C)CO)C[C@@H]2C)cc1
0.8	C[C@@H]1CN([C@H](C)CO)C(=O)c2cc(NC(=O)Cc3ccccc3)ccc2O[C@H]1CN(C)C
-2.5	C[C@@H]1CN([C@H](C)CO)C(=O)Cc2cc(NC(=O)Nc3ccc(F)cc3)ccc2O[C@H]1CN(C)Cc1ccncc1
10.1	COc1ccc(S(=O)(=O)N(C)C[C@H]2Oc3cc(-c4cccc(F)c4)ccc3S(=O)(=O)N([C@H](C)CO)C[C@H]2C)cc1
0.5	C[C@H](CO)N1C[C@H](C)[C@@H](CN(C)S(=O)(=O)c2cccs2)Oc2ccc(NC(=O)Nc3ccc(F)cc3)cc2C1=O
-7.0	Cc1ccccc1-c1ccc2c(c1)O[C@H](CN(C)C(=O)c1ccccn1)[C@H](C)CN([C@@H](C)CO)S2(=O)=O
3.7	CC(=O)n1c2c(c3ccccc31)OC(N)=C(C#N)C2c1ccc(C(C)C)cc1 (stereo not given)
14.1	CC1(C)CC(=O)C(C2C3=C(CC(C)(C)CC3=O)Oc3ccccc32)C(=O)C1 (stereo not given)
-208.6	CNC[C@@H]1OCCCC[C@H](C)Oc2ccc(NC(=O)Nc3ccc(OC)cc3)cc2C(=O)N([C@@H](C)CO)C[C@H]1C
-8.8	Cc1ccccc1-c1cnc2c(c1)C(=O)N([C@H](C)CO)C[C@@H](C)[C@H](CN(C)C(=O)CC1CC1)O2
1.5	O=C(C[C@@H]1C[C@@H]2c3cc(NC(=O)Nc4ccc(F)cc4)ccc3O[C@@H]2[C@@H](CO)O1)NC1CCCC1
-21.1	C[C@H]1CN([C@@H](C)CO)C(=O)c2cc(-c3cccc(F)c3)cnc2O[C@@H]1CN(C)S(=O)(=O)c1cccc(F)c1
-28.7	C[C@@H]1CN([C@H](C)CO)C(=O)c2cc(NC(=O)Cc3cn(C)c4ccccc34)ccc2O[C@@H]1CN(C)Cc1ccc(C(F)(F)F)cc1
-4.2	C[C@H](CO)N1C[C@H](C)[C@@H](CN(C)C(=O)Nc2ccc(F)cc2)Oc2c(NC(=O)Nc3cccc4ccccc34)cccc2C1=O
2.0	COc1ccc(S(=O)(=O)Nc2ccc3c(c2)CC(=O)N([C@@H](C)CO)C[C@H](C)[C@H](CN(C)S(=O)(=O)c2ccc(C)cc2)O3)cc1
-4.3	C/C=C/c1cnc2c(c1)C(=O)N([C@H](C)CO)C[C@H](C)[C@H](CN(C)C(=O)Nc1ccc(F)cc1)O2
0.5	CCCN(C)C[C@H]1Oc2ncc(-c3cccnc3)cc2C(=O)N([C@@H](C)CO)C[C@H]1C

# In another format: results already given
CC1(C)CC(=O)C(C2C3=C(CC(C)(C)CC3=O)Oc3ccccc32)C(=O)C1 (stereo not given)
  NSD2 block: 14.1
CNC[C@@H]1OCCCC[C@H](C)Oc2ccc(NC(=O)Nc3ccc(OC)cc3)cc2C(=O)N([C@@H](C)CO)C[C@H]1C
  NSD2 block: -208.6
Cc1ccccc1-c1cnc2c(c1)C(=O)N([C@H](C)CO)C[C@@H](C)[C@H](CN(C)C(=O)CC1CC1)O2
  NSD2 block: -8.8

# Two of these compounds in a different format.
C[C@H](CO)N1C[C@H](C)[C@@H](CN(C)S(=O)(=O)c2cccs2)Oc2ccc(NC(=O)Nc3ccc(F)cc3)cc2C1=O
  NSD2 block: 0.5

Cc1ccccc1-c1ccc2c(c1)O[C@H](CN(C)C(=O)c1ccccn1)[C@H](C)CN([C@@H](C)CO)S2(=O)=O
  NSD2 block: -7.0

# Other entries.
NSD2 block	smiles
-2.9	C[C@H]1CN([C@@H](C)CO)C(=O)c2cc(N(C)C)ccc2O[C@H]1CN(C)C(=O)NC1CCCCC1
-0.2	O=C(C[C@@H]1C[C@@H]2c3cc(NC(=O)c4cccnc4)ccc3O[C@@H]2[C@@H](CO)O1)NCc1ccccn1
2.4	O=C(CCCCCCC(=O)Nc1ccccc1O)N/N=C/c1ccc(I)cc1
3.2	C[C@@H]1CN([C@H](C)CO)C(=O)c2cccc(NC(=O)CCCCCC(=O)Nc3ccccc3N)c2O[C@@H]1CN(C)Cc1ccc(Oc2ccccc2)cc1
-2.1	C[C@@H]1CN([C@@H](C)CO)C(=O)c2cc(NC(=O)NC3CCCCC3)ccc2O[C@H]1CN(C)Cc1ccc(Cl)c(Cl)c1
2.1	CNC[C@@H]1Oc2cc(C#Cc3ccncc3)ccc2S(=O)(=O)N([C@H](C)CO)C[C@@H]1C
-1.8	C[C@H]1CN([C@@H](C)CO)C(=O)c2cccc(NS(=O)(=O)c3cccs3)c2O[C@@H]1CN(C)C(=O)NC1CCCCC1
